# Compound activity from PubChem BioAssay.
# DT40 TDP1 CPT = growth inhibition of DT40 Tdp1-/-;hTDP1 cells with camptothecin (screen for TDP1 inhibitors). chicken DT40 Tdp1-/-;hTDP1 cells + 20 nM CPT, ATP luminescence, 48 h. hit rate 12% among 420,000. Potency, µM (series often up to 46.2 µM), for inactives: top-dose activity change, negative = growth inhibition, usual class: inhibitors; note: nearly all actives have a fitted effect of over 55% in size
#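 Cell growth measured by CellTiter-Glo luminescence after a minimum 48 h, 37 C compound exposure with 20 nM CPT in Tdp1-knockout DT40 cells stably expressing hTDP1, seeded 400/well; qHTS titration format.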
# TDP1 cell noCPT = qHTS for Inhibitors of human tyrosyl-DNA phosphodiesterase 1 (TDP1): qHTS in cells in absence of CPT | Potency, µM (highest dose often 46.2 µM), for inactives: at the top dose activity change, negative = growth inhibition, usual class: inhibitors | hit rate 15% among 420,000 | AID 686978, 2013 | DT40 Tdp1-/- hTDP1 cells, no CPT, ATP luminescence, 48 h; note: nearly all actives have a fitted effect of over 55% in size
#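 Cells were dispensed at 400 per well, compounds added by pin tool, plates incubated ≥48 hr at 37 °C, then CellTiter-Glo added for 30 min at room temperature before luminescence reading. Line: DT40 Tdp1-/- complemented with hTDP1; camptothecin omitted.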
# TDP1 block = inhibitors of human tyrosyl-DNA phosphodiesterase TDP1 | Q9NUW8 | recombinant TDP1, AlphaScreen DNA substrate cleavage | Potency, µM (series often up to 130 µM), without a hit: at the top dose activity change, negative = inhibition, actives largely listed as inhibitors | hit rate 0.28% among 350,000; note: nearly all actives have a fitted effect of over 40% in size
# Target sequence (Q9NUW8 whole entry, looked up): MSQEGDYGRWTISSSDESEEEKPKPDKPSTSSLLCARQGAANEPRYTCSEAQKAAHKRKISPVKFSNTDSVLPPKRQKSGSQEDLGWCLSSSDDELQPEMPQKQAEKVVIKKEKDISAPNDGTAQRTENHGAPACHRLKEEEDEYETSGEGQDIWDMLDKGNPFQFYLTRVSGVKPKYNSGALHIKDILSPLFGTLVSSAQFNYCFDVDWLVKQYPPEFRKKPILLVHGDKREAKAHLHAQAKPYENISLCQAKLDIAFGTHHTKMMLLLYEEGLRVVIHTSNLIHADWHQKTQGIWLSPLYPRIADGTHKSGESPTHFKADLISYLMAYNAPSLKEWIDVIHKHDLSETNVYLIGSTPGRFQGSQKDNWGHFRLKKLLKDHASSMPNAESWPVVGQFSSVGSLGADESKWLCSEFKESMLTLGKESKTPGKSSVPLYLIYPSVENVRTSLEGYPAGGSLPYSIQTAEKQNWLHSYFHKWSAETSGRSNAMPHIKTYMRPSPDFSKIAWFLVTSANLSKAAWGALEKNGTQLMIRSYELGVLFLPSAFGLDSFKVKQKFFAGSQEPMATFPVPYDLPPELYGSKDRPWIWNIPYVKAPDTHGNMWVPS
#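 Enzyme-compound mixtures sat 15 min at room temperature, followed by a 5 min reaction with 15 nM final substrate and 10 min with AlphaScreen beads. Recombinant human Tdp1 was used at 1 nM final.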
# * hit, by the source's call; ? = inconclusive; nt = no result given; & = joins results of further samples; ! = not confirmed by another sample. Calls come from the whole dose curve; as a rule, active = well fitted curve in the direction sought with a large enough effect; inconclusive = small, poorly fitted or top-dose-only effect, or another doubt; inactive = no such curve, though single readings can be large; an effect the other way counts as inactive or inconclusive. % is set by controls: 0 for no effect and ±100 for the full control effect; potency is the fitted concentration of half-maximal effect.
# Values run as follows: DT40 TDP1 CPT | TDP1 cell noCPT | TDP1 block
COc1ccc(Oc2c(Cl)cnn(-c3ccc(C)cc3)c2=O)cc1
  ? | 26µM* | -8%
CCOC(=O)N1CCN(C(C(=O)NC2CCCC2)c2ccco2)CC1 (configuration not stated)
  ? | -1% | nt
CCC(Oc1cc(Cl)ccc1Cl)C(=O)NN1C(=O)C2C3CCC(C3=C(C)C)C2C1=O (configuration not stated)
  ? | ? | 7%
Cc1nn2c(=S)[nH]nc2[nH]c1=O
  -9% | -19% | 3%
CCOC(=O)c1ccc(NC(=O)c2nc[nH]c2C(=O)NC2CCN(C(=O)OC(C)(C)C)CC2)cc1
  -18% | -10% | 1%
CCN1C(=O)[C@H]2[C@@H](c3ccc(-c4ccc5c(c4)OCO5)c(OC)c3)N[C@@](Cc3ccccc3)(C(=O)OC)[C@H]2C1=O
  ? | ? | 3%
CCOCCCn1c(=S)[nH]c2cc(C(=O)N3CCC(C(N)=O)(N4CCCCC4)CC3)ccc2c1=O
  -9% | ? | 5%
O=C(CCn1c(=S)oc2ccccc21)N1CCN(c2ccc(F)cc2)CC1
  ? | ? | 4%
Cc1ccc(C(=O)Nc2cccc(C(F)(F)F)c2)cc1NC(=O)c1nccnc1N
  -15%&-11% | -7%&-19% | -2%
Cc1cccc(C)c1NC(=O)COc1ccc2c(C)c(Cc3ccccc3)c(=O)oc2c1C
  16µM* | ? | 3%
CC1CN(c2nc3c(c(=O)[nH]c(=O)n3C)n2Cc2ccccc2F)CC(C)O1 (configuration not stated)
  6% | 3% | 3%
CSc1ncc(Cl)c(C(=O)Nc2ccc(S(=O)(=O)N3CCCC(C)C3)cc2)n1 (configuration not stated)
  8.2µM* | 15µM* | 6%
Cc1ccc(C(=O)N2N=C(c3ccc(NS(C)(=O)=O)cc3)CC2c2cccs2)cc1 (configuration not stated)
  ? | ? | nt
NC(=O)c1ccc(C(F)(F)F)n(Cc2ccc(Cl)cc2)c1=O
  ? | ? | 1%
CC(C)(C)NC(=O)NC(=O)COC(=O)C1CCN(S(=O)(=O)c2cccs2)CC1
  -3% | 21% | -3%
Cc1ccc(S(=O)(=O)c2nnn3c2nc(NCCCN2CCCC2=O)c2ccccc23)cc1C
  ? | -14% | 0%
COc1ccc2oc(C(=O)OCC(=O)N3CCCCC3C)c(C)c2c1 (configuration not stated)
  ? | ? | 1%
O=C(Cn1ccc([N+](=O)[O-])n1)c1ccccc1
  0% | 0% | -3%
Cc1ccccc1NC(=O)c1nnn(-c2ccc3c(c2)OCCO3)c1N
  1% | ? | nt
CCn1cc(CN2CCC(n3nccc3NC(=O)Cc3ccccc3)CC2)c(C)n1
  -8% | -12% | 3%

# Carrying on:
# Values run as follows: DT40 TDP1 CPT | TDP1 cell noCPT | TDP1 block
Cn1nnnc1SCc1nnc(-c2ccccc2Br)o1
  3% | -5% | 2%
CSc1nc(Nc2ccc(Cl)cc2)c(C#N)c(=O)[nH]1
  1% | 17% | nt
Cc1cccc(C(=O)Nc2ncc(CN3CCOCC3)s2)c1
  2% | 1% | 7%
Cc1ccc(C)c(NC(=O)CCc2nc(-c3ccc(C(C)(C)C)cc3)no2)c1
  23µM* | 16µM* | 4%
CCc1ccc(-c2nn(CC(=O)NC3CCCCC3)c3c2cnc2ccc(OC)cc23)cc1
  5.8µM* | 5.8µM* | 5%
COc1cc(C2CC(c3cccs3)=NN2C(=O)CCl)ccc1OC(F)F (configuration not stated)
  4.6µM* | 4.1µM* | 6%
O=C(Nc1ccc(Cl)c(C(F)(F)F)c1)C(Cc1ccccc1)NS(=O)(=O)c1cccc2nsnc12 (configuration not stated)
  ? | ? | -5%
CC(C)c1cnc2c(c1SCC(=O)Nc1cccc(F)c1)c(=O)n(C)c(=O)n2C
  ? | 15µM* | 3%
COc1ccc(N(CC(=O)N/N=C/c2ccc(OC)cc2OC)S(=O)(=O)c2ccccc2)cc1
  -4% | -21% | nt
COc1ccc(N2CCN(Cc3nc(Cc4cccc(F)c4)no3)C(C)C2)cc1 (configuration not stated)
  -25% | 18µM* | 0%
COc1ccc(CCN(C)Cc2ccc(C(=O)Nc3ccccc3)cc2)cc1OC
  ? | ? | 2%
O=C(N/N=C/c1oc(O)c2ccccc12)c1ccccc1O
  4% | 7% | 1%
O=C(NNc1ccc([N+](=O)[O-])cc1)C12CC3CC(CC(C3)C1)C2
  ? | ? | 1%
CNc1cnc(-c2cc(OC)c(OC)c(OC)c2)cn1
  9% | 11% | nt
CN(C)C(=O)c1c(C(F)(F)F)nn(C)c1Cl
  3% | 3% | 9%
Cc1ccc(NC(=O)Cc2coc3ccc(C(C)C)cc23)c(C)c1
  ? | ? | -4%
COCCNC(=O)C1(C)CCCN(Cc2cn(C)c3ccccc23)C1 (configuration not stated)
  -20% | -10% | nt
Cc1ccc(N2CCN(c3ccc(C)cc3)C2c2ccncc2)cc1
  -16% | ? | 9%
Cc1ccc(C(=O)ON=C2CCN(S(=O)(=O)c3ccccc3)CC2)cc1
  ? | ? | 3%
CCCN1C(=O)S/C(=C\c2ccc(N3CCOCC3)o2)C1=O
  ? | 21µM* | ?

# A draw from above in order of length of the SMILES, rising.
# Values run as follows: DT40 TDP1 CPT | TDP1 cell noCPT | TDP1 block
O=C(N/N=C/c1oc(O)c2ccccc12)c1ccccc1O
  4% | 7% | 1%
CSc1nc(Nc2ccc(Cl)cc2)c(C#N)c(=O)[nH]1
  1% | 17% | nt
CCCN1C(=O)S/C(=C\c2ccc(N3CCOCC3)o2)C1=O
  ? | 21µM* | ?
O=C(NNc1ccc([N+](=O)[O-])cc1)C12CC3CC(CC(C3)C1)C2
  ? | ? | 1%
CCc1ccc(-c2nn(CC(=O)NC3CCCCC3)c3c2cnc2ccc(OC)cc23)cc1
  5.8µM* | 5.8µM* | 5%

# Next entries
# Values run as follows: DT40 TDP1 CPT | TDP1 cell noCPT | TDP1 block
CN(C1CCCCC1)S(=O)(=O)c1ccc2c(c1)c(=O)c(C(=O)N1CCc3ccccc3C1)cn2C
  ? | -21% | 1%
O=C(c1cc2ncc(Br)cn2n1)N1CCOCC1
  -3% | -6% | -2%
N#Cc1nc(-c2ccc(OCc3ccc(Cl)cc3)cc2)oc1N1CCCCC1
  -24% | ? | 6%
COCCCn1c(C)cc(C(=O)CN2c3cccc4cccc(c34)S2(=O)=O)c1C
  29µM* | 16µM* | 4%
COCc1nc(-c2ccc(-c3ccccc3)nc2OC)no1
  1% | -21% | 2%
O=C(COC(=O)c1ccc([N+](=O)[O-])s1)Nc1ccc(Cl)cn1
  -12% | 4% | 0%
CCOc1ccc(NC(=O)CCS(=O)(=O)c2ccc(Br)s2)cc1
  18µM* | 15µM* | -6%
COc1ccccc1CNC(=O)c1cc2c(=O)oc3ccc(C)cc3c2s1
  3% | ? | 6%
Cc1ccc(NC(=O)CN2CCc3ccccc3C2)cc1S(=O)(=O)N1CCOCC1
  ? | ? | 0%
CCC(=O)c1ccc(OCC(=O)OCC(=O)c2cc(C)n(C3CC3)c2C)cc1
  -25% | -23% | -7%
O=C(NC1CCCCCC1)C1C2C=CC3(CN(Cc4cccnc4)C(=O)C13)O2 (configuration not stated)
  -3% | 2% | 2%
CCOC(=O)c1nc(C)n(-c2cc(OC)c(Cl)cc2Cl)n1
  9% | -5% | -3%
Nc1ccc(/C=C/c2ccc3cccnc3c2)cc1
  ? | 16µM* | nt
O=C(NCc1cccc(F)c1)c1cccc2c1C(=O)c1ccc(N3CCC(Cc4ccccc4)CC3)cc1S2(=O)=O
  -10% | ? | 0%
Cc1nn(CC(=O)NCc2ccccc2Cl)c(=O)c2cccn12
  -17% | -15% | 0%
O=c1cc(C(F)(F)F)[nH]c2ccc(OC(F)(F)F)cc12
  21µM* | 13µM* | 0%
CCOc1ccc(N/C=C/C(=O)c2ccc(OC)cc2)c([N+](=O)[O-])c1
  -7% | -9% | 3%
CN(C)/C=C1/N=C(c2ccccc2)OC1=O
  0% | 3% | -2%
Cc1ccccc1Nc1ncnc2c1cnn2C
  ? | ? | 3%&9%
COc1ccc(NC(=O)CSc2nnc(Cc3cccn3C)n2CCc2ccccc2)c(OC)c1
  -16% | -16% | 11%

# The listing continues.
molecule	DT40 TDP1 CPT	TDP1 cell noCPT	TDP1 block
CCc1nnc(NC(=O)CN2CCN(c3ccccc3F)CC2)s1	-8%	3%	0%
COc1ccc(-c2cc(C(F)F)n3ncc(C(=O)Nc4ccc(C(=O)N5CCOCC5)cc4)c3n2)cc1	10µM*	3.3µM*	1%
C/C(=N\NC(=O)CSCc1ccc([N+](=O)[O-])cc1)c1ccccc1	?	16µM*	7%
CN(c1ccccc1C(=O)O)S(=O)(=O)c1ccc2[nH]c(=O)[nH]c2c1	1%	-14%	nt
Cc1cccc(C(C)(C)C)c1OCCOCCN1CCCC1	?	?	-3%
Cc1cc(F)ccc1NC1(c2ccccc2)C(=O)c2ccccc2C1=O	4%	0%	7%
CC(=O)OCC(=O)[C@@]12OC3(CCCC3)O[C@@H]1C[C@H]1[C@@H]3CCC4=CC(=O)C=C[C@]4(C)[C@@]3(F)[C@@H](O)C[C@@]12C	2.3µM*!	4.6µM*	4%
Cn1cccc1C(=O)N1CCC[C@@]2(CCN(C(=O)Nc3cccc(F)c3)C2)C1	3%	-7%	nt

# Continued; it opens with the five that closed the last part.
molecule	DT40 TDP1 CPT	TDP1 cell noCPT	TDP1 block
CN(c1ccccc1C(=O)O)S(=O)(=O)c1ccc2[nH]c(=O)[nH]c2c1	1%	-14%	nt
Cc1cccc(C(C)(C)C)c1OCCOCCN1CCCC1	?	?	-3%
Cc1cc(F)ccc1NC1(c2ccccc2)C(=O)c2ccccc2C1=O	4%	0%	7%
CC(=O)OCC(=O)[C@@]12OC3(CCCC3)O[C@@H]1C[C@H]1[C@@H]3CCC4=CC(=O)C=C[C@]4(C)[C@@]3(F)[C@@H](O)C[C@@]12C	2.3µM*!	4.6µM*	4%
Cn1cccc1C(=O)N1CCC[C@@]2(CCN(C(=O)Nc3cccc(F)c3)C2)C1	3%	-7%	nt
COc1ccc2c(c1)c(=O)c(C(=O)c1ccc(Cl)cc1)cn2CC(=O)Nc1ccc(F)cc1	?	?	0%
Cc1cc(C(=O)COc2cccnc2[N+](=O)[O-])c(C)n1Cc1ccco1	?	26µM*	-3%
O=C1S/C(=C\c2ccc(Cl)cc2)C(=O)N1CCn1cnnn1	-8%	?	3%
O=[N+]([O-])c1cc(C(F)(F)F)c(Cl)cc1N1CCN(CCO)CC1	-18%	?	3%
O=C(C[n+]1cccc(Br)c1)c1cccs1	-6%&4%	24%&-26%	nt
N#CC1=C(N)Oc2n[nH]c(-c3cccs3)c2C1c1ccsc1 (configuration not stated)	-21%	-12%	5%
N#CC1=C(N)SC2(CCCCC2)SC1c1ccccc1 (configuration not stated)	-17%	-27%	4%
CCOc1ccc(CNC(=O)CN2N=C(c3ccccc3)CCC2=O)cc1OC	-5%	-1%	8%

# Carrying on.
molecule	DT40 TDP1 CPT	TDP1 cell noCPT	TDP1 block
CCN(C(=O)c1cc2c(=O)[nH]c3ccc(C)cc3c2s1)c1ccc(F)cc1	?	?	5%
Cc1nnc(Sc2c(N)n(C)c(=O)n(C)c2=O)s1	-2%	-3%	1%
CC(C)C1CC(=O)NC(SCC(=O)Nc2ccc(Br)cc2)=C1C#N (configuration not stated)	?	?	7%
Cc1nnc(N/N=C/c2ccccc2F)n1N	-14%	15%	nt
COC(=O)C1CCN(C(=O)Nc2ccccc2)CC1	8%	-7%	-3%
CCN(CC)c1ccc2cc(-c3nnc(-c4ccncc4)o3)c(=O)oc2c1	12µM*	21µM*	1%
Cc1cc(C)n2nc(SCC(=O)N(CCC#N)c3ccc(F)cc3)nc2n1	-8%	-9%	1%
O=C(/C=C/c1ccccc1)Oc1cccc(C(=S)N2CCOCC2)c1	-22%	-10%	5%

# The list goes on.
molecule	DT40 TDP1 CPT	TDP1 cell noCPT	TDP1 block
CCOc1cccc(-c2cc(C(=O)NN)[nH]n2)c1	7%	6%	1%
CCCN(CC(=O)c1cc(C)n(C)c1C)S(=O)(=O)c1cccc(C(F)(F)F)c1	23µM*	?	4%
C/[N+]([O-])=C\CC(=O)c1ccc(-c2ccccc2)cc1	?	-18%	-1%
CSCCC(NC(=O)COc1ccccc1)C(=O)N1CCN(c2ccccc2Cl)CC1 (configuration not stated)	?	?	nt
CC(C)NC(=O)N1CCCC2(CCN(C(=O)c3ccncc3)CC2)C1	3%	-14%	nt
C=CCSc1nnc2c(n1)[nH]c1c(C)cccc12	?	?	1%
O=C(CSc1ccc2nnc(-c3ccccn3)n2n1)Nc1ccc(F)cc1F	-27%	?	1%
Cc1ccc(S(=O)(=O)N[C@H](C(=O)OCn2nnc3ccccc3c2=O)C(C)C)cc1	?	?	2%
